IL-2 act – IL-2 activation; IL-2 activation reporter assay, cell-based qHTS; stimulated with anti-CD3/CD4/CD28 beads; in transgenic mouse T cells; 0.065% of 360,000 active; activation, % (series mostly up to about 46 µM); in the data active = activation above about 50%; inconclusive = mostly about 30% to 49%; note: 0% is about no effect
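EGFP and DsRed fluorescence is measured by plate cytometry in unstimulated transgenic mouse T cells exposed to compound for 60 minutes, then stimulated 18 hours at 37 degrees C with anti-CD3/anti-CD4 beads plus anti-CD28.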
WRN inhibitor – WRN helicase (human) inhibition. Q14191. WRN helicase unwinding, fluorescent forked duplex, kinetic. Potency, µM (highest dose often 114 µM), for the others: at the highest dose activity change, negative = inhibition, hits mostly inhibitors. 0.46% of 360,000 active; note: potency is the fitted concentration of half-maximal effect; % is set by controls: 0 for no effect and ±100 for the full control effect; nearly all actives have a fitted effect of over 55% in size
Target sequence (Q14191 whole entry, looked up): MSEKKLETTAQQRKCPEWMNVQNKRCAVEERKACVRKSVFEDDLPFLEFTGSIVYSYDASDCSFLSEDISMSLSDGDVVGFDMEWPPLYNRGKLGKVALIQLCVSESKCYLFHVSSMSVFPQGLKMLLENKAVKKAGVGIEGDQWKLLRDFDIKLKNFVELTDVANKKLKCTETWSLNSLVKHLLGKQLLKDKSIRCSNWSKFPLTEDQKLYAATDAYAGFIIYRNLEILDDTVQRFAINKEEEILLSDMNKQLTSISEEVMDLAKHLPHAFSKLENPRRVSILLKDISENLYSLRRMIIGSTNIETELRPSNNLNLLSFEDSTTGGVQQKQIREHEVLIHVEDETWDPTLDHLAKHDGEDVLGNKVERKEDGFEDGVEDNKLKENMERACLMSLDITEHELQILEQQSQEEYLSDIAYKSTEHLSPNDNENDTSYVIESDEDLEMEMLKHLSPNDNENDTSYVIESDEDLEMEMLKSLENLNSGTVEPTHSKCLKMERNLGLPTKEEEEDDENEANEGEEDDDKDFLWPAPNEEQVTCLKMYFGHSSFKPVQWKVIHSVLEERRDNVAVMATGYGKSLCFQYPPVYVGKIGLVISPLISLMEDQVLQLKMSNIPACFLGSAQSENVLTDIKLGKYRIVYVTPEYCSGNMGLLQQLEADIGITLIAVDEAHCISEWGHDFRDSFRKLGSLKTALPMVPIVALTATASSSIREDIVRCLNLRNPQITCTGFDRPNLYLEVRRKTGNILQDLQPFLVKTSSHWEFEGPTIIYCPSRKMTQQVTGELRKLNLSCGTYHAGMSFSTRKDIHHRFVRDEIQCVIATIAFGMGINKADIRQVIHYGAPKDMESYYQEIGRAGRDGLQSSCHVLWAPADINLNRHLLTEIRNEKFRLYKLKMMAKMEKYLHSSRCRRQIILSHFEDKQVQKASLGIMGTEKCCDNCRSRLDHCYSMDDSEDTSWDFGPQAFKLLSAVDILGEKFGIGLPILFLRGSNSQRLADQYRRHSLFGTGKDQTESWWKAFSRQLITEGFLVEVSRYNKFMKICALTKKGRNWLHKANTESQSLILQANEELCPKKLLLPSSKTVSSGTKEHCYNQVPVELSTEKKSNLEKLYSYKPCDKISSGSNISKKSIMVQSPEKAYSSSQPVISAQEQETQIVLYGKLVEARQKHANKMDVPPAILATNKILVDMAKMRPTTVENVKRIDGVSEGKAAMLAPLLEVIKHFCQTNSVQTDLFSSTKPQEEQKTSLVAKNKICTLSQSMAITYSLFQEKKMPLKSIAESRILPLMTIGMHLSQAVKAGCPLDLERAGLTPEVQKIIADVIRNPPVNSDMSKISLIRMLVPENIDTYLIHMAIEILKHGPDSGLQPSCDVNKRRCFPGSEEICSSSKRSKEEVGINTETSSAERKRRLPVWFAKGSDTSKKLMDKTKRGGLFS
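Enzyme (20 nM final) and test compound sit together 15 min at room temperature before substrate addition. Substrate is a single-forked duplex oligonucleotide (100 nM) labelled with fluorophore and quencher, with 2 mM ATP; helicase unwinding raises red fluorescence, read kinetically.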
EPAC1 agonist – activates human EPAC1 exchange factor; 0.073% of 360,000 active; Potency, µM (titrated, usually from 154 µM), inactives show top-dose activation, hits mostly activators; EPAC1 agonist qHTS, biochemical assay; response scale: 100% = response to 6.5 mM cAMP; AID 720707; O95398; note: potency is the fitted concentration of half-maximal effect; nearly all actives have a fitted effect of over 60% in size
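Compounds were pinned as a concentration titration into mixtures of EPAC1 (100 nM), BODIPY-GDP-loaded Rap1B (250 nM) and GDP (50 uM). After 5 min at room temperature, fluorescence was followed for 30 min; activity was scaled to 6.5 mM cAMP.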
aSyn yeast inh – alpha-synuclein toxicity inhibition in yeast; 0.14% of 370,000 active; Potency, µM (series often up to 46.1 µM), inactives show at the highest dose growth rescue (activation), most hits filed as activators; Yeast expressing alpha-synuclein, growth rescue, BacTiter-Glo, 24 h; AID 652106; note: potency is the fitted concentration of half-maximal effect; % of control where 0% means no effect; nearly all actives have a fitted effect of over 65% in size
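Readout is rescue of growth in alpha-synuclein-expressing yeast, so inhibitors of toxicity appear as activators. Growth after 24 hr at 30 deg C in galactose medium is quantified by luminescence.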
FUS suppressor – rescues growth of FUS-expressing yeast; S. cerevisiae FUS-expressing, growth rescue, OD600, 24 h; 0.24% of 390,000 active; Potency, µM (titrated, usually from 76.6 µM), without a hit: top-dose growth rescue (activation), most hits filed as activators;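 note: potency is the fitted concentration of half-maximal effect; plate controls were DMSO vehicle for no effect and reference control for full effect; nearly all actives have a fitted effect of over 55% in size; some results filed as inactive show a strong effect at the top dose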
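Steps: raffinose overnight preculture; dilution to OD 0.005 in 2% galactose minimal medium; compound addition (concentration series); 24hr at 30C, 99% humidity; absorbance read at 600 nm.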
PLK1 PBD inh – blocks phosphopeptide binding to human PLK1 polo-box domain; P53350; Plk1 PBD binding of FITC phosphopeptide, fluorescence polarization; Potency, µM, without a hit: max response, negative = inhibition, actives largely listed as inhibitors; 2.8% of 360,000 active; AID 720504; note: potency is the fitted concentration of half-maximal effect; series mostly up to about 57 µM; % is set by controls: 0 for no effect and ±100 for the full control effect; nearly all actives have a fitted effect of over 65% in size
EPAC1 antag – EPAC1 (human) antagonism | 0.14% of 360,000 active | O95398 | AID 720709 | EPAC1 GEF assay, Rap1b-BODIPY-GDP exchange fluorescence | Potency, µM (titrated, usually from 115 µM), inactives show at the top dose activity change, negative = inhibition, most hits filed as inhibitors;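 note: potency is the fitted concentration of half-maximal effect; plate controls were vehicle for no effect and positive control for full effect; nearly all actives have a fitted effect of over 50% in size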
PI5P4K alpha inh – blocks human PI5P4K alpha kinase activity | P48426 | PI5P4Kalpha enzyme, ADP-Glo luminescence, 60 min; active compounds read low | max response, % | 1.2% of 330,000 active | AID 652105; active = max response of -50% or lower; inconclusive = between -30% and -50%; inactive = -30% or higher; note: value at the top dose of about 77 µM; % is set by controls: 0 for no effect and ±100 for the full control effect
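Human PI5P4Kalpha with substrate in 0.038 M HEPES pH 7.4, 0.28 mM EGTA, 0.1% CHAPS, 5% DMSO; reaction started with 5 microM ATP (final), 60 min at room temperature. ADP formed read by ADP-Glo luminescence.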
Abeta rescue – A-beta toxicity reversal in yeast; yeast expressing A-beta42, growth rescue, OD600, 48 h; response scale: 0% DMSO, 100% iron-clioquinol control; Potency, µM (series often up to 46.1 µM), for the others: at the highest dose growth rescue, hits mostly activators; 0.063% of 410,000 active; note: potency is the fitted concentration of half-maximal effect; nearly all actives have a fitted effect of over 55% in size
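Growth rescue measured by 600 nm absorbance after 48 h yeast culture at 30 C with compound. Values normalized between DMSO and an equimolar ferric chloride plus clioquinol control.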
* = called active by the depositor; [ ] = dose if it differs, or a comment. Unless noted, calls come from the whole dose curve; as a rule, active = well fitted curve in the direction sought with a large enough effect; inconclusive = small, poorly fitted or top-dose-only effect, or another doubt; inactive = no such curve, though single readings can be large; an effect the other way counts as inactive or inconclusive.

What do the screens show for `CC(C)(C)c1ccc(C(=O)N2CCC(NC(=O)c3ccccc3)CC2)cc1`?
IL-2 act: -2.7; WRN inhibitor: 1%; EPAC1 agonist: -4%; aSyn yeast inh: -6%; FUS suppressor: 11%; PLK1 PBD inh: 6%; EPAC1 antag: -16%; PI5P4K alpha inh: -3; Abeta rescue: -8%

Results for COc1ccc(NC(=O)c2ccc(Cl)c(S(=O)(=O)N3CC(C)OC(C)C3)c2)cn1 (stereo unspecified) ?
IL-2 act: -0.9; WRN inhibitor: -2%; EPAC1 agonist: -6%; aSyn yeast inh: -3%; FUS suppressor: -22%; PLK1 PBD inh: -1%; EPAC1 antag: -18%; PI5P4K alpha inh: -1; Abeta rescue: -5%

What do the screens show for `COc1cc(/C=C/C(=O)OCC(=O)NCc2ccccc2OC)ccc1O`?
IL-2 act: -0.4; WRN inhibitor: -5%; EPAC1 agonist: 2%; aSyn yeast inh: -1%; FUS suppressor: 29%; PLK1 PBD inh: -13%; EPAC1 antag: -1%; PI5P4K alpha inh: 1; Abeta rescue: -22%

Results for CC(C)NCCOc1cccc(Br)c1 ?
IL-2 act: -1.7; WRN inhibitor: 1%; EPAC1 agonist: 1%; aSyn yeast inh: -2%; FUS suppressor: 13%; PLK1 PBD inh: 1%; EPAC1 antag: 0%; PI5P4K alpha inh: 0; Abeta rescue: -15%

What do the screens show for `CC1C(c2ccccc2)OCCN1C(=S)NC(=O)c1ccccc1` (stereo unspecified)?
IL-2 act: -0.8; WRN inhibitor: -1%; EPAC1 agonist: 0%; aSyn yeast inh: 0%; FUS suppressor: 21%; PLK1 PBD inh: inconclusive; EPAC1 antag: -8%; PI5P4K alpha inh: -25; Abeta rescue: 8%

How did O=C(c1ccc2nc(-c3ccco3)c(-c3ccco3)nc2c1)N1CCN(c2ncccn2)CC1 do in these assays?
IL-2 act: 0.3; WRN inhibitor: 45µM*; EPAC1 agonist: -3%; aSyn yeast inh: 1%; PLK1 PBD inh: -13%; EPAC1 antag: -23%; PI5P4K alpha inh: -53*; Abeta rescue: -7%

What do the screens show for `CN1CCN(C(=O)C2CCCN(S(=O)(=O)c3ccccc3)C2)CC1` (stereo unspecified)?
IL-2 act: -0.2; WRN inhibitor: -1%; EPAC1 agonist: 20%; aSyn yeast inh: -1%; FUS suppressor: -7%; PLK1 PBD inh: -10%; EPAC1 antag: 7%; PI5P4K alpha inh: 5; Abeta rescue: -19%

How did CCc1cccc(CN2CCC(CNC(=O)Nc3ccc(Cl)cc3)CC2)c1 do in these assays?
IL-2 act: 0.3; WRN inhibitor: -7%; EPAC1 agonist: 9%; aSyn yeast inh: -9%; FUS suppressor: -11%; PLK1 PBD inh: 0%; EPAC1 antag: 7%; PI5P4K alpha inh: 1; Abeta rescue: 8%

What do the screens show for `CN1CCn2cnc(C(=O)NCC(=O)OC(C)(C)C)c2C1=O`?
IL-2 act: -0.4; WRN inhibitor: -5%; EPAC1 agonist: -1%; aSyn yeast inh: 0%; FUS suppressor: -25%; PLK1 PBD inh: -2%; EPAC1 antag: -3%; PI5P4K alpha inh: 9; Abeta rescue: 3%

How did O=C(C[n+]1cc(-c2ccc(Br)cc2)n2c1CCCCC2)c1ccccc1 do in these assays?
IL-2 act: -0.5; WRN inhibitor: 5%; EPAC1 agonist: -6%; aSyn yeast inh: 0%; FUS suppressor: 13%; PLK1 PBD inh: -15%; EPAC1 antag: -1%; PI5P4K alpha inh: 0; Abeta rescue: 10%

How did CCOC(=O)C1CCN(C(=O)c2cc(C(C)(C)C)nn2Cc2ccccc2)CC1 do in these assays?
IL-2 act: -0.5; WRN inhibitor: 3%; EPAC1 agonist: -6%; aSyn yeast inh: 3%; FUS suppressor: 4%; PLK1 PBD inh: 4%; EPAC1 antag: 5%; PI5P4K alpha inh: -4; Abeta rescue: 13%

What do the screens show for `CCOc1cccc(OCCCCn2cnc3ccccc3c2=O)c1`?
IL-2 act: 0.8; WRN inhibitor: 4%; EPAC1 agonist: 2%; aSyn yeast inh: 2%; FUS suppressor: 0%; PLK1 PBD inh: 4%; EPAC1 antag: -4%; PI5P4K alpha inh: -1; Abeta rescue: -6%

Results for CS(=O)c1ccccc1-c1nc(-c2cc(C(F)(F)F)cc(C(F)(F)F)c2)no1 (stereo unspecified) ?
IL-2 act: -6.4; WRN inhibitor: -20%; EPAC1 agonist: -5%; aSyn yeast inh: -4%; PLK1 PBD inh: -5%; EPAC1 antag: -11%; PI5P4K alpha inh: 2; Abeta rescue: 0%

How did CCOc1ccc(CCN2C(=O)C3C4C=CC(C4)C3C2=O)cc1OCC (stereo unspecified) do in these assays?
IL-2 act: -1.5; WRN inhibitor: -5%; EPAC1 agonist: 5%; aSyn yeast inh: 3%; FUS suppressor: 5%; PLK1 PBD inh: -13%; EPAC1 antag: 1%; PI5P4K alpha inh: 2; Abeta rescue: 6%

What do the screens show for `O=C(Nc1ccc2c(c1)OCCO2)C1CCCN(S(=O)(=O)c2cccc3nsnc23)C1` (stereo unspecified)?
IL-2 act: -1.5; WRN inhibitor: -5%; EPAC1 agonist: 12%; aSyn yeast inh: 2%; FUS suppressor: 8%; PLK1 PBD inh: -6%; EPAC1 antag: -6%; Abeta rescue: 10%

How did Cc1ccc(C)c(OCc2nnc(NC(=O)c3ccc4c(c3)OCO4)s2)c1 do in these assays?
IL-2 act: 0.1; WRN inhibitor: 4%; EPAC1 agonist: 17%; aSyn yeast inh: 0%; FUS suppressor: 4%; PLK1 PBD inh: -17%; EPAC1 antag: -22%; PI5P4K alpha inh: -1; Abeta rescue: 5%

What do the screens show for `Cc1csc(NC(=O)CSc2ncc(-c3ccccc3)[nH]2)n1`?
IL-2 act: -4.7; WRN inhibitor: -5%; EPAC1 agonist: 4%; aSyn yeast inh: 0%; FUS suppressor: 14%; PLK1 PBD inh: -13%; EPAC1 antag: 8%; PI5P4K alpha inh: 7; Abeta rescue: -6%

What do the screens show for `Cn1nnnc1SCC(=O)NNC(=O)c1ccc(Br)cc1`?
IL-2 act: -0.2; WRN inhibitor: 2%; EPAC1 agonist: 13%; aSyn yeast inh: 0%; FUS suppressor: 6%; PLK1 PBD inh: -9%; EPAC1 antag: -14%; PI5P4K alpha inh: 6; Abeta rescue: -3%

What do the screens show for `CC(NC(=O)COc1ccccc1)C(=O)NCc1ccc(S(N)(=O)=O)cc1` (stereo unspecified)?
IL-2 act: -0.6; WRN inhibitor: -4%; EPAC1 agonist: -5%; aSyn yeast inh: 0%; FUS suppressor: 17%; PLK1 PBD inh: -10%; EPAC1 antag: 1%; PI5P4K alpha inh: 0; Abeta rescue: -1%

Results for CCn1c(=O)cc(SCC(=O)NCc2ccc3c(c2)OCO3)c2ccccc21 ?
IL-2 act: -3.6; WRN inhibitor: -6%; EPAC1 agonist: 1%; aSyn yeast inh: -5%; FUS suppressor: 15%; PLK1 PBD inh: -5%; EPAC1 antag: -1%; Abeta rescue: -7%

Results for O=C(CCNC(=O)c1ccccc1)NCCCc1ccccc1 ?
IL-2 act: 0.8; WRN inhibitor: -8%; EPAC1 agonist: 13%; aSyn yeast inh: 0%; FUS suppressor: -8%; PLK1 PBD inh: -3%; EPAC1 antag: -6%; PI5P4K alpha inh: 8; Abeta rescue: -10%

What do the screens show for `CC(C)c1ccc(S(=O)(=O)N2CCN(C(=O)C3=COCCO3)CC2)cc1`?
IL-2 act: 0.4; WRN inhibitor: 5%; EPAC1 agonist: 6%; aSyn yeast inh: 9%; FUS suppressor: 19%; PLK1 PBD inh: 2%; EPAC1 antag: -14%; PI5P4K alpha inh: -1; Abeta rescue: 12%

What do the screens show for `O=C(NNc1nc2ccccc2s1)Nc1ccc(Cl)c(Cl)c1`?
IL-2 act: 0.2; WRN inhibitor: 6%; EPAC1 agonist: 0%; aSyn yeast inh: 5%; FUS suppressor: 10%; PLK1 PBD inh: -5%; EPAC1 antag: -8%; PI5P4K alpha inh: -7; Abeta rescue: -2%

What do the screens show for `CCOC(=O)C1CCCN(CC(O)COC(c2ccccc2)c2ccccc2)C1` (stereo unspecified)?
IL-2 act: 0.4; WRN inhibitor: -2%; EPAC1 agonist: -5%; aSyn yeast inh: -7%; FUS suppressor: -9%; PLK1 PBD inh: -3%; EPAC1 antag: -13%; PI5P4K alpha inh: -10; Abeta rescue: 3%

What do the screens show for `CSc1ccc(S(=O)(=O)N2CCC(C(=O)NCc3ccncc3)CC2)cc1`?
IL-2 act: 1.0; WRN inhibitor: 3%; EPAC1 agonist: -7%; aSyn yeast inh: -3%; FUS suppressor: 7%; PLK1 PBD inh: -3%; EPAC1 antag: -7%; PI5P4K alpha inh: 4; Abeta rescue: -12%

What do the screens show for `CCC(C)c1ccccc1N1CC(C(=O)N2CCN(c3ccccc3)CC2)CC1=O` (stereo unspecified)?
IL-2 act: -3.2; WRN inhibitor: -10%; EPAC1 agonist: -3%; aSyn yeast inh: 3%; FUS suppressor: 32%; PLK1 PBD inh: -9%; EPAC1 antag: -3%; PI5P4K alpha inh: -3; Abeta rescue: 19%

How did CC(C)=C1C(=O)NN(c2ccc(C)c(Cl)c2)C1=O do in these assays?
IL-2 act: -0.3; WRN inhibitor: -30%; EPAC1 agonist: -13%; aSyn yeast inh: 1%; PLK1 PBD inh: -13%; EPAC1 antag: inconclusive; PI5P4K alpha inh: inconclusive; Abeta rescue: inconclusive

What do the screens show for `CCC(C)NC(=O)CN1C(=O)CSc2ccc(S(=O)(=O)N3CCCC3)cc21` (stereo unspecified)?
IL-2 act: -0.1; WRN inhibitor: -2%; EPAC1 agonist: 6%; aSyn yeast inh: 0%; FUS suppressor: -12%; PLK1 PBD inh: -15%; EPAC1 antag: -2%; PI5P4K alpha inh: -1; Abeta rescue: 9%

Results for CC1=NN(c2ccccc2C)C(=O)C1 ?
IL-2 act: -0.5; WRN inhibitor: 1%[11.6 µM]; EPAC1 agonist: 12%; aSyn yeast inh: 8%; FUS suppressor: 12%; PLK1 PBD inh: 1%; EPAC1 antag: -7%; PI5P4K alpha inh: 0; Abeta rescue: 12%
